# High-throughput results (PubChem)
# GPR151 activ: activators of human GPR151, primary screen, cell-based, PathHunter beta-arrestin, luminescence. PathHunter beta-arrestin GPR151 cells. activation, % at 11.2 µM. 650,000 compounds, 1% hits. AID 1508602, 2020; in the data active = activation above about 4.9%;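 note: 0% = median of compound wells and 100% = cells with positive control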
# TEAD-YAP block: TEAD-YAP interaction inhibition, primary screen, TEAD-YAP interaction inhibitor project, luminescence, HEK-TIYL cells | TEAD-Gal4/YAP UAS-luciferase luminescence | 640,000 compounds, 1.4% hits | inhibition, % at 9.12 µM; in the data active = inhibition above about 32%;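 note: 0% = median of test compound wells and 100% = reference inhibitor wells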
# MITF inh: MITF inhibitors, primary screen, biochemical, AlphaScreen, human; 650,000 compounds, 0.91% hits; AlphaScreen MITF homodimerization, bead proximity signal; inhibition, % at 2.6 µM; Microphthalmia-associated transcription factor (Homo sapiens), O75030; in the data active = inhibition above about 50%;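 note: 0% = vehicle wells with protein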
# FBW7 act: FBW7 E3 ligase activators, primary screen, biochemical, AlphaScreen, human; F-box/WD repeat-containing protein 7 (Homo sapiens), Q969H0; AlphaScreen FBW7–phospho-cyclin E peptide binding, activator screen; normalized activity (activation), % at 26.1 µM; 650,000 compounds, 0.13% hits; AID 1259310, 2017; in the data active = normalized activity above about 1.9%;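 note: purified mutant Fbw7 with reduced substrate affinity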
# Target sequence (Q969H0 whole entry, looked up): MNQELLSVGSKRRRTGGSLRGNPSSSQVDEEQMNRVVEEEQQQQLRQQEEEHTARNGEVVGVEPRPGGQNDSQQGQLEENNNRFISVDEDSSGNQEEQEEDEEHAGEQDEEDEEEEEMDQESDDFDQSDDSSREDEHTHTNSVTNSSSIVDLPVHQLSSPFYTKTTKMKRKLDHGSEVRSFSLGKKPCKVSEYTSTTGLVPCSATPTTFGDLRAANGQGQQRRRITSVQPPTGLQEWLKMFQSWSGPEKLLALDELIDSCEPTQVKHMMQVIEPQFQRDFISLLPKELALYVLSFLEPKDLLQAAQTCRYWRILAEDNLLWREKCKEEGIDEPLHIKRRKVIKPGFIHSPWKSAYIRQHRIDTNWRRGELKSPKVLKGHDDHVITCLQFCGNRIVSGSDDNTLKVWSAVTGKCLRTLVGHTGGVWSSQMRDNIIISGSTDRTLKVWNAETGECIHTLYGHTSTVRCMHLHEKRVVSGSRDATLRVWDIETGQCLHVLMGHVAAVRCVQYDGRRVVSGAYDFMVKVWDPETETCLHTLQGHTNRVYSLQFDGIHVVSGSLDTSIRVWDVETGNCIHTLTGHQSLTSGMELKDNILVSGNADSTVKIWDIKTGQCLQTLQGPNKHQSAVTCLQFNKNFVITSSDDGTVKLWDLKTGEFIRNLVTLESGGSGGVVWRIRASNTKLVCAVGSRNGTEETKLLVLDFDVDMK
# * = called active by the depositor.
SMILES,GPR151 activ,TEAD-YAP block,MITF inh,FBW7 act
CN(c1ccc(C(F)(F)F)cc1NC(=O)c1cccc(Oc2ccc(C(F)(F)F)cc2[N+](=O)[O-])c1)C1CCCCC1,0.7,0,5,0.1
O=C(NCCNc1ccc(C(F)(F)F)cc1[N+](=O)[O-])c1ccc(Cl)cc1,-2.6,-3,19,0.5
COc1ccc2cc(C3(C)NC(=O)N(Cc4ccccc4F)C3=O)ccc2c1 (configuration not stated),0.0,-11,-2,0.1
COc1cc(C(=O)NCc2nc(-c3ccncc3)n[nH]2)cc(OC)c1OC,0.1,-3,-3,-0.2
CC(C)(C)NC(=O)COC(=O)c1snc(C(=O)NC2CCCCC2)c1N,0.2,5,9,0.1
CCCCc1ccc(NC(=O)C(=O)NCCN2CCN(S(=O)(=O)c3ccc4ccccc4c3)CC2)cc1,0.4,10,2,-0.1
CC(=O)Nc1cccc(-c2cnc3c(NCC(C)C)nccn23)c1,-2.0,65*,11,0.5
O=C(NCc1ccccc1Cl)c1cc2c(s1)CS(=O)(=O)C2,-0.2,4,-16,0.0
Cc1ccnn1CCC(=O)N[C@H](C)Cn1nnc2ccccc21,-0.4,2,-1,-0.1
CCCCCCCC12CCC(c3ccc(C#N)cc3)(CC1)CC2,-0.6,8,12,0.3
Cc1ccc(-c2nc(C=Nc3cccc(C)c3)c(O)o2)cc1,-1.2,8,-8,-0.1
O=CNCc1nc2ccccc2n1Cc1cccc(Cl)c1,0.0,-7,8,0.3
O/C(=C\Sc1nnc(Cc2ccccc2)o1)c1ccc(Br)cc1,0.6,-2,-6,0.0
CC1CCc2c(sc(NC(=S)NC(=O)c3ccco3)c2C(N)=O)C1 (configuration not stated),0.2,-6,-9,-0.3
Cc1ccccc1-c1nnc2[nH]c(=O)n(C)c(=O)c2n1,-0.7,-11,3,-0.1
O=C(CCc1nnc(C2(c3ccc(Cl)cc3)CCC2)o1)NCc1ccon1,-0.6,-3,7,-0.1
Cc1ccc2[nH]c3nc(SCC(=O)Nc4nnc(C)s4)nnc3c2c1,-0.5,-4,-3,-0.1
CCCCN(C(=O)c1ccc(Cl)cc1)C1CC2CCC(C1)N2C (configuration not stated),1.4,9,11,0.2
CN(C)CCCNC(=O)/C=C/c1ccc([N+](=O)[O-])cc1,-0.1,-11,0,0.0
Cc1cc(NCCO)nc(-c2ccc(N3CCOCC3)nc2)n1,-1.0,-6,12,-0.1
COCCNc1nc2nonc2nc1NCC(F)(F)F,-2.2,-7,9,0.1
O=C(NCc1ccco1)C1CCN(c2nc3ccc(Br)cc3s2)CC1,1.1,-7,5,-0.1
CN(C1CCCCC1)S(=O)(=O)c1cccc2nsnc12,2.9,5,0,-0.1
COc1ccc(CCNC(=O)c2sc3ncnc(N4CCN(c5ccccc5F)CC4)c3c2C)cc1OC,-1.9,-3,0,0.0
O=S1(=O)Nc2ccc(O)c(Cl)c2-c2cc(Cl)ccc21,-0.6,5,1,0.0

# Among those listed so far, these contain a Cl atom:
SMILES,GPR151 activ,TEAD-YAP block,MITF inh,FBW7 act
O=C(NCCNc1ccc(C(F)(F)F)cc1[N+](=O)[O-])c1ccc(Cl)cc1,-2.6,-3,19,0.5
O=C(NCc1ccccc1Cl)c1cc2c(s1)CS(=O)(=O)C2,-0.2,4,-16,0.0
O=CNCc1nc2ccccc2n1Cc1cccc(Cl)c1,0.0,-7,8,0.3
O=C(CCc1nnc(C2(c3ccc(Cl)cc3)CCC2)o1)NCc1ccon1,-0.6,-3,7,-0.1
CCCCN(C(=O)c1ccc(Cl)cc1)C1CC2CCC(C1)N2C (configuration not stated),1.4,9,11,0.2
O=S1(=O)Nc2ccc(O)c(Cl)c2-c2cc(Cl)ccc21,-0.6,5,1,0.0

# Continuation:
SMILES,GPR151 activ,TEAD-YAP block,MITF inh,FBW7 act
O=C(NCc1nnc2n1CCN(C(=O)Cc1ccc(Cl)cc1)CC2)C1CCOC1 (configuration not stated),-1.4,10,8,0.1
Cc1c(C(=O)N2CCN(c3ccc([N+](=O)[O-])cc3)CC2)sc2ncn(Cc3cccc(F)c3)c(=O)c12,1.1,-1,-6,-0.1
CCOC(=O)CC(=O)CSc1ccc2nnc(-c3ccc(Cl)cc3)n2n1,-1.0,1,18,0.6
O=C(O)c1ccc(N=Cc2sc3ccccc3c2O)cc1,-3.9,52*,-3,-0.2
Cc1c(NC(=O)Nc2cccc3c2CCCC3)n(C)c(=O)n1-c1ccccc1,1.9,2,-1,0.1
NC(=O)c1ccc(-c2nc3ccc(C(=O)NCCc4ccc(O)cc4)cc3s2)cc1,1.4,-4,1,0.1
Cc1cc(C(=O)CNc2ccc(Cl)cc2)ccc1F,2.7,0,10,0.1
CCn1c(=O)c2ccccc2n2c(SCC(=O)N3CCCCC3)nnc12,0.1,-3,-13,0.1
Cc1ccc(C(C)(C)C)cc1S(=O)(=O)Nc1cc(C(=O)O)cc(C(=O)O)c1,1.1,-1,-6,0.1
CC(C)(C)n1nc2c(c1NC(=O)c1ccc(S(=O)(=O)N3CCCC3)cc1)CS(=O)C2 (configuration not stated),-0.7,4,13,0.0
O=C(NC(=S)Nc1ccc2oc(-c3ccccc3)nc2c1)c1ccco1,0.3,-10,14,0.0
O=C(CSCC(=O)OCC(=O)c1ccc(Br)cc1)Nc1ccc(Br)cc1,1.4,0,-18,0.1
O=C(N/N=C(/CC(=O)C(F)(F)F)c1cccs1)c1ccncc1,-0.7,2,1,-0.3
CC1(C)C(=O)Nc2ccccc2N1C(=O)COC(=O)CSc1nc2ccccc2o1,-0.5,4,1,-0.1
Cc1ccccc1OCC(O)CN1CCN(C)CC1 (configuration not stated),-0.9,-5,25,1.0
COCCCNC(=O)C(=O)Nc1cc(C)ccc1OC,-0.9,-6,17,1.0
Cc1ccc(CC(=O)Nc2nc(-c3cccnc3)cs2)cc1,2.2,-16,-11,-0.1
CCC(=O)N[C@@H]1c2ccccc2C2(CCN(C(=O)C=C(C)C)CC2)[C@H]1OCc1cccnc1,-1.5,-2,12,0.3
COc1ccc(S(=O)(=O)N2CCCCC2CC(=O)Nc2ccc(C)cc2)cc1 (configuration not stated),0.4,-4,2,-0.1
CCCN1CCC(Oc2cccc(C(=O)NCCOC)c2)CC1,-0.9,-9,7,0.1
CCOc1cc(C2NC(=O)NC(C)=C2C(=O)Nc2cc(C)ccc2C)ccc1O (configuration not stated),0.1,4,2,0.9
NC(=O)NC(CC(=O)NCc1ccc2c(c1)OCO2)c1cccc(Oc2ccccc2)c1 (configuration not stated),0.8,1,2,0.0
O=[N+]([O-])c1ccccc1OCCN1CCOCC1,-0.6,-4,2,-0.1
COc1ccccc1C(=O)Nc1nc(-c2cccs2)c(NC(C)=O)s1,-0.8,-46,-11,0.0
COc1ccc(C2(CN=Cc3ccc(O)cc3)CCOCC2)cc1OC,0.0,-7,18,1.4

# The closing 3 records of the section before lead into the next:
SMILES,GPR151 activ,TEAD-YAP block,MITF inh,FBW7 act
O=[N+]([O-])c1ccccc1OCCN1CCOCC1,-0.6,-4,2,-0.1
COc1ccccc1C(=O)Nc1nc(-c2cccs2)c(NC(C)=O)s1,-0.8,-46,-11,0.0
COc1ccc(C2(CN=Cc3ccc(O)cc3)CCOCC2)cc1OC,0.0,-7,18,1.4
Cc1ccc(C)c(NC(=O)C(Sc2nnc(N)s2)c2ccccc2)c1 (configuration not stated),-1.8,-5,13,0.5
COc1c(C)cc(S(=O)(=O)NCC(c2ccsc2)N2CCCC2)cc1C (configuration not stated),-1.1,-6,-2,-0.1
Cc1ccc(Cl)cc1NC(=O)CC(C(=O)O)N(C)C (configuration not stated),2.3,-4,3,-0.2
O=C(Nc1ccc2c(c1)OCO2)c1nn2cccnc2c1Cl,-1.0,-48,-4,0.0
Cc1ccc(/C=C/C(=O)Nc2ccc3nc(N4CCOCC4)cc(C)c3c2)cc1,-1.1,-10,10,0.1
C=CCOc1ccc2c(=O)c(Oc3cccc(C)c3)coc2c1,0.4,-26,1,-0.1
CCOc1ccc2nc(Nc3nc(C)c(C(C)=O)c(C)n3)nc(C)c2c1,2.0,-1,3,0.0
N#Cc1ccccc1Cn1cc(/C=C2\SC(=Nc3ccccc3)N(C3CCCCC3)C2=O)c2ccccc21,0.1,4,4,0.1
CCOC(=O)C1=C(c2ccccc2)N=c2s/c(=C\c3ccc(-c4cccc([N+](=O)[O-])c4)o3)c(=O)n2C1c1cccs1 (configuration not stated),-0.5,2,-13,0.5
CCOc1cc2c(cc1OCC)C(c1ccc(OCC(=O)O)c(OC)c1)NCC2 (configuration not stated),0.1,-1,5,0.0
Cc1cc(/C=N/N2CCN(C)CC2)c(C)n1-c1ccccc1F,-0.9,-9,-7,-0.1
COC(=O)c1ccc(CN2CCN(Cc3cccc(C)n3)C(CCO)C2)cc1 (configuration not stated),0.2,-1,1,-0.1
COc1ccc(C2SC(NC(C)=O)=NN2C(C)=O)cc1 (configuration not stated),-0.3,-1,2,0.0
COCCN(C(C)=O)C1CCN(Cc2ccncc2)CC1,-1.1,-1,-3,-0.3
CC(C)CCNC(=O)C1CCN(S(=O)(=O)N(CC(C)C)CC(C)C)CC1,-0.5,0,9,0.7
COc1cc(C)c(CN2CCN(C3CCCC3)C(CCO)C2)cc1C (configuration not stated),-1.2,-1,-27,0.0
CCc1ccc(NC(=O)CSc2nc3cc4c(cc3c(=O)n2CCCC(=O)NCc2ccc3c(c2)OCO3)OCO4)cc1,-0.9,3,-1,-0.1
COc1cccc(CC(C)C(=O)Nc2c(Cl)cccc2Cl)c1 (configuration not stated),1.6,-3,3,-0.2
COc1ccc(-c2noc(CC(=O)NCCN3CCCCC3C)n2)cc1 (configuration not stated),0.7,2,-17,-0.2
O=C1/C(=C/c2ccc(-c3cc(Cl)ccc3Cl)o2)C=C(c2ccccc2)N1c1ccccc1O,1.9,-11,-17,-0.8
CC(C)(C)n1ncc(O)c(Cl)c1=O,-1.0,4,9,1.8
N#C/C(=N\Nc1ccccc1[N+](=O)[O-])C(=N)N1CCCCC1,-0.4,-24,10,-0.1
CC1=C(C(=O)OCC2CCCO2)C(c2cccs2)C2=C(CC(c3ccco3)CC2=O)N1 (configuration not stated),2.0,3,2,-0.1
Cc1ccc(C)c(N2C(=O)c3ccc(C(=O)OC(C)C)cc3C2=O)c1,2.2,3,0,-0.1
CSc1nnc(C)c(=O)n1COC(=O)c1cc(Cl)ccc1[N+](=O)[O-],-1.5,5,0,0.7

# Next structures:
SMILES,GPR151 activ,TEAD-YAP block,MITF inh,FBW7 act
CCOC(=O)C(C)Oc1cc2oc(=O)cc(C)c2cc1Cl (configuration not stated),0.5,-2,12,0.3
CCCC(=O)Nc1sc2c(c1C(=O)OCC)CC(C)(C)OC2,-1.1,7,2,-0.2
CCCCN(C)C(=O)c1sc2ncn(CC(=O)Nc3ccc(C(C)C)cc3)c(=O)c2c1C,0.3,9,8,0.0
COC(=O)C1=C(C(=O)OC)C(c2cccs2)c2sc(=O)[nH]c2S1 (configuration not stated),-2.2,-19,11,0.0
CC1CCC(NC(=O)C2CCCN(C(=O)c3cc4sccc4n3C)C2)CC1 (configuration not stated),1.2,10,5,-0.3
Cc1cc(I)ccc1NC(=O)COC(=O)c1cccc(O)c1,-1.5,-6,-4,-0.1
C=CCOC(=O)C1=C(C)Nc2[nH]c(=O)[nH]c(=O)c2C1c1ccc(C#N)cc1 (configuration not stated),-1.5,-1,29,0.4
CN(C)CCNS(=O)(=O)c1ccc(Cc2ccc(S(=O)(=O)NCCN(C)C)cc2)cc1,-0.8,0,-5,-0.2
CN(Cc1ccc(F)cc1)Cc1nc(CCc2ccccc2)no1,-0.9,5,-5,0.0
O=C(NC(Cc1ccccc1)C(=O)NCCc1c[nH]c2ccccc12)OCc1ccccc1 (configuration not stated),0.8,-3,-8,-0.1
O=C1c2ccccc2-c2nn(CC(=O)N3CCOCC3)c3cccc1c23,0.9,-6,6,-0.2
O=C(CNc1ccc(F)cc1)N/N=C/c1ccccc1O,0.3,-1,-3,-0.1
O=C(c1cnc2n(c1=O)CCS2)N(c1ccccc1)C1CCCCC1,1.7,-5,16,0.1
O=C(NCCN1CCOCC1)c1ccc2nc(Br)sc2c1,0.3,-6,7,0.2
O=C(c1cccc(Cl)c1)N1CCc2ccccc21,-0.7,4,4,0.0
Clc1cc(Br)ccc1OCCN1CCNCC1,0.2,-9,57*,-0.4
O=C(Cn1ncn2cccc2c1=O)NCc1cccc(Cl)c1,-1.2,-34,4,0.0
Cc1cccc(C(=O)Nc2ccc(OCC(=O)O)cc2)c1,-1.8,10,1,-0.1
COc1cccc(CN2CCC(Nc3ccc(-c4cn[nH]c4)cc3)C2)c1 (configuration not stated),-0.8,2,11,0.5
CCN(c1ccc(F)cc1)S(=O)(=O)c1ccc2[nH]cc(C(=O)NCCC(C)C)c(=O)c2c1,-0.9,-4,-2,0.5
COc1ccc2nc(SCC(=O)Nc3ccc(C)cc3)[nH]c2c1,0.7,-5,1,0.1
CCN1CCN(C(=O)c2c(C)nn(-c3ccccc3)c2-n2cccc2)CC1,-1.7,1,11,0.2
Cc1nc2c(c(=O)[nH]1)CCN(Cc1ccc3c(c1)CCCN3C)C2,-1.6,-5,-9,0.1
